# Screens as filed in PubChem BioAssay.
# LMPTP block – blocks human LMPTP phosphatase; P24666; recombinant LMPTP-A, OMFP fluorogenic substrate, fluorescence intensity; inhibition, % at 20 µM; 0.22% of 360,000 active; AID 651560;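 active = compounds that cut the enzyme signal by at least half of the control window in the single-dose screen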;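 also: plate controls were DMSO wells with enzyme plus substrate for no effect and substrate without enzyme for full effect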
# Target sequence (P24666 whole entry, looked up): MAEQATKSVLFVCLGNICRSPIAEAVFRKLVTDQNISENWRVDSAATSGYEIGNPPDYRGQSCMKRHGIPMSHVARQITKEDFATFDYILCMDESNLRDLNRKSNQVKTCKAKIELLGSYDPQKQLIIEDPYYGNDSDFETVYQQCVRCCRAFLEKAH
#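 Assay system: LMPTP-A phosphatase enzyme | Input: 0.625 nM enzyme | Also added: Fluorogenic phosphatase substrate OMFP at 400 µM final | Compound dosing: One test concentration per compound, 20 µM, with 3% DMSO overall | Schedule: 50 min enzyme reaction at room temperature, protected from light | Signal: Fluorescence intensity | Benchmarks: no-enzyme and uninhibited controls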
# TbMetRS inhib – blocks T. brucei methionyl-tRNA synthetase activity. purified T. brucei MetRS, ATP depletion, Kinase-Glo luminescence. inhibition, % at 11.9 µM. 0.4% of 360,000 active. AID 624268;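 active = inhibition above a per-plate cutoff of the control wells' mean inhibition plus 3 SD, cut at about 5.5% in these data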;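 also: 0% = DMSO wells median and 100% = median of wells with control inhibitor compound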
#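 Dosing: 11.9 µM single point; system: parasite MetRS enzyme; technique: luminescence of leftover ATP; times: 15 min enzyme-compound preincubation, 2 h reaction, 10 min detection, 25 °C; replicates: each compound tested once; read-out basis: percent inhibition relative to median high and low control wells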
# NRP1-CendR mod – NRP-1/CendR interaction modulation; O14786; FAM-RPARPAR peptide binding to NRP-1, fluorescence polarization; inhibition, % at 25 µM; 0.85% of 360,000 active;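 active = inhibition or corrected inhibition above about 18%, plus a signal ratio from 0.5 to 1.5, limit read from the data, passing the limit was not always enough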; also: strong numbers were not always called active
# Target sequence (O14786 whole entry, looked up): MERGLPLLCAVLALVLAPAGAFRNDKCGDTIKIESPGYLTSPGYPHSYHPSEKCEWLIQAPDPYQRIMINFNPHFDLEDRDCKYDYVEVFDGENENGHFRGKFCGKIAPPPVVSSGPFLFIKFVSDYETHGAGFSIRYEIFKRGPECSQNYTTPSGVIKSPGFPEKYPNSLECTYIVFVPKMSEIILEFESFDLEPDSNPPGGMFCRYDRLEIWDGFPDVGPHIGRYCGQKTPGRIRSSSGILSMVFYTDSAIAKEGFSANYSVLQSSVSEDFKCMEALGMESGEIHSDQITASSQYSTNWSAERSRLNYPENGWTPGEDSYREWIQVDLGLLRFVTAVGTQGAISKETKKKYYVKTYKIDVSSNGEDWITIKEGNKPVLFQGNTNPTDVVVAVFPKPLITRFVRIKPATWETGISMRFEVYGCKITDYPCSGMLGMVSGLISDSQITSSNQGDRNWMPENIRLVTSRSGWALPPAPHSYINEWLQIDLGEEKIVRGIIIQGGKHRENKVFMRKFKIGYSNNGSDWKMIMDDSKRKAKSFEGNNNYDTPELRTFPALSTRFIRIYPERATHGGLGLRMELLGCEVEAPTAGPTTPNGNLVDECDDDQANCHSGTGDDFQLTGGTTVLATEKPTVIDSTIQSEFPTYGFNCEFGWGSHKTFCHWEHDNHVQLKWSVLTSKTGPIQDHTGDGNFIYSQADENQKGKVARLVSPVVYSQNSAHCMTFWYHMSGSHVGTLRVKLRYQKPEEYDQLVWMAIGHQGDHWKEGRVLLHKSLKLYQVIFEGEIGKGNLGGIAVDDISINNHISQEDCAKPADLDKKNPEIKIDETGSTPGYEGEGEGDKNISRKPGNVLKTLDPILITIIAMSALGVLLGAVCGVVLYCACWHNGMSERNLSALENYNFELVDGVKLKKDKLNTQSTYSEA
# DNMT1 block – blocks human DNA methyltransferase DNMT1; DNMT1 molecular beacon, Hinp1I cleavage, fluorescence; inhibition (reported as % activation of signal), % at 10 µM; 0.83% of 360,000 active; AID 588458; in the data active = inhibition above about 50%
# SUMO1 PPI mod – modulators of human SUMO1-mediated protein-protein interactions; P63165; SUMO1 binding to a labelled peptide, TR-FRET, 1 h; inhibition, % at 20 µM; 0.33% of 360,000 active; AID 602429; in the data active = inhibition above about 37%
# SKN-1 inh – C. elegans SKN-1 inhibition; C. elegans VP596 Pgst-4::GFP/RFP ratio, acrylamide-induced, 24 h; inhibition, % at 21.8 µM; 0.49% of 360,000 active;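 active = interference check ratio from 0.5 to 1.5 plus GFP to RFP signal ratio inhibition reaching or exceeding a fixed threshold, cut at about 30% in these data, passing the limit was not always enough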; also: some compounds called inactive have numbers as strong as hits
# STEP inh – blocks human striatal-enriched tyrosine phosphatase. P54829. recombinant STEP, OMFP fluorogenic substrate, fluorescence. inhibition, % at 20 µM. 0.25% of 360,000 active. AID 588621;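 active = inhibition at 20 µM, scaled per plate between control wells, above about 37%, limit read from the data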;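 also: 0% = DMSO with enzyme and substrate and 100% = substrate only without enzyme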
#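 material = STEP tyrosine phosphatase | reagent = fluorogenic phosphatase substrate OMFP at 25 µM final | doses = single compound dose of 20 µM, 1% DMSO final | schedule = 20 min reaction, room temperature, in the dark | measured by = fluorescence, 480/540 nm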
# Neddyl block – inhibitors of human cullin neddylation | P61081+Q13564 | TR-FRET cullin neddylation, biochemical | calls only at 25 µM | 0.58% of 360,000 active | AID 651699; in the data active = inhibition above about 36%
# Scp1 inh – inhibitors of human Scp-1 phosphatase. Recombinant Scp1, phosphopeptide, malachite green phosphate absorbance. inhibition, % at 20 µM. 0.88% of 340,000 active. AID 493091;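 active = inhibition above about 50% at 20 µM, limit read from the data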;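 also: plate controls were DMSO wells with enzyme for no effect and wells lacking enzyme for full effect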
#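 Test system: SCP-1 phosphatase catalytic domain, residues 76-261 | Compound dosing: One concentration, 20 µM, with 1.0% DMSO | Schedule: 45 min room-temperature reaction, 5 min colour, 30 min stabiliser | Detection: Absorbance at 630 nm | Read-out basis: % inhibition of SCP-1 phosphate liberation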
# NadD block – blocks S. aureus nicotinate mononucleotide adenylyltransferase; 0.78% of 360,000 active; inhibition, % at 20 µM; purified NadD enzyme, colorimetric absorbance read-out; in the data active = inhibition above about 26%; also: some compounds past the cut are filed as inactive
# * = called active by the depositor; i = inactive; / = no result given; + = active, no number; & = joins results of further samples.
entry	SMILES	NRP1-CendR mod	Neddyl block	STEP inh	Scp1 inh	LMPTP block
1	CC1=NN(c2ccc(Cl)c(C(=O)O)c2)C(=O)/C1=C/c1ccc(-c2ccccc2[N+](=O)[O-])o1	-32	i	5	17	3.7
2	Cc1cccc(C)c1Cn1c(C)c(C(=O)NCc2ccc([N+](=O)[O-])cc2)sc1=O	3	i	2	/	1.6
3	O=C(NCCCN1CCCC1=O)Nc1ccccc1Cl	2	i	1	-10	-0.4
4	CCOC(=O)Cc1csc(NS(=O)(=O)c2ccc(NC(C)=O)cc2)n1	7	i	0	0	-0.6
5	COc1ccc(NC(=O)Cn2c(=O)n(-c3ccccc3)c(=O)c3oc4ccccc4c32)c(OC)c1	10	i	-2	-7	-0.3
6	O=C(COC(=O)c1cccc(Br)c1)NCCNC(=O)COC(=O)c1cccc(Br)c1	-3	i	1	-11	0.1
7	Cc1nc2cc(C(=O)N3CCN(C)CC3)ccc2n1C	18	i	4	-5	-0.5
8	C/C(=N\Nc1ccc(C(=O)c2c(C)cc3ccccn23)cc1[N+](=O)[O-])c1ccc(O)cc1	4	i	4	-4	8.9
9	COc1ccc(CCNCC(=O)Nc2ccc(C)c(S(=O)(=O)N(C)C)c2)cc1	6	i	1	5	-0.4
10	C[C@@H]1CCCCO[C@H](CN(C)Cc2ccc(C(=O)O)cc2)[C@@H](C)CN([C@H](C)CO)C(=O)c2cc(N(C)C)ccc2O1	2	i	2	/	-0.6

entry	SKN-1 inh	TbMetRS inhib	DNMT1 block	NadD block	SUMO1 PPI mod
1	7	-0.1	5	12	19
2	8	-0.1	-2	3	-8
3	-3	-0.5	3	-6	-5
4	0	0.2	0	8	3
5	12	0.6	14	8	0
6	5	-0.3	1	-6	8
7	0	1.0	0	2	3
8	-1	-0.5	-7	36*	-11
9	0	-0.4	-2	-5	1
10	-3	0.2	0	2	-3

# (further entries)
entry	SMILES	NRP1-CendR mod	Neddyl block	STEP inh	Scp1 inh	LMPTP block
11	COc1ccc(CNC(=O)C(=O)NCC2OCCCN2S(=O)(=O)c2cccs2)cc1 (stereo not drawn)	-3	i	-2	-10	1.3
12	Cc1nn(C)c(C)c1NS(=O)(=O)c1ccc(Cl)s1	1	i	-2	-2	-0.6
13	CCN1C(=O)c2cccc3c(S(=O)(=O)Nc4ccc(OC)cc4OC)ccc1c23	0	i	0	3	-0.5
14	Cc1cc(NC(=O)CSc2nc3ccsc3c(=O)n2Cc2ccccn2)n[nH]1	2	i	-1	-3	0.4
15	N#Cc1ccsc1NC(=O)CN1CCCCC1	-13	i	1	-5	0.3
16	CCN(CC)CCN(Cc1cc2ccc(C)c(C)c2[nH]c1=O)C(=S)NCc1ccco1	1	i	-2	2	-0.7
17	Cc1nc([N+](=O)[O-])cn1-c1nc2ccccn2c1[N+](=O)[O-]	-2	i	-3	5	-1.3
18	Cc1noc(C)c1CCC(=O)Nc1cc(C(=O)O)ccc1Cl	-11	i	-1	/	1.3
19	COc1ccc(CNC(=O)CCC(=O)Nc2nnc(C(F)(F)F)s2)cc1	5	i	0	0	-0.6
20	COc1cc(-c2noc(C)c2C#Cc2ccsc2)cc(OC)c1OC	9	i	1	18	3.2

entry	SKN-1 inh	TbMetRS inhib	DNMT1 block	NadD block	SUMO1 PPI mod
11	-11	-0.5	-5	1	6
12	-3	-0.3	0	7	0
13	7	-1.6	9	3	-9
14	-4	-1.0	4	-2	2
15	3	0.9	-6	9	0
16	10	-0.5	1	11	1
17	-8	-1.3	4	-6	-40
18	7	-0.4	4	4	-5
19	8	0.1	2	-6	6
20	9	-0.3	0	-8	3

# Additional structures follow.
entry	SMILES	NRP1-CendR mod	Neddyl block	STEP inh	Scp1 inh	LMPTP block
21	Cn1c(=O)c2cc(S(=O)(=O)Nc3cc(C(=O)O)cc(C(=O)O)c3)ccc2n(C)c1=O	-16	i	2	-6	-0.6
22	O=C(COC(=O)c1cc(=O)[nH]c2ccccc12)Nc1nc(-c2ccccc2)cs1	-7	i	0	-6	2.0
23	CCN1CCN(Cc2ccc(NC(=O)c3cc(NC(=O)c4cc(C)on4)cc(OC)c3)cc2C(F)(F)F)CC1	0&13	i	-2&-1	-8	-1.0&0.1
24	O=C(COC(=O)/C=C/c1ccc(S(=O)(=O)N2CCOCC2)cc1)NCc1ccc2c(c1)OCO2	15	i	1	-5	-1.5
25	N#CC(c1ccc(O)cc1)N1CCN(C(C#N)c2ccc(O)cc2)CC1 (stereo not drawn)	3	i	-1	1	-3.4
26	COC(=O)CNC(=O)C1(C)C=CCN1C(=O)c1ccccc1 (stereo not drawn)	11	i	-2	0	-0.5
27	CCCOc1ccc(C(C)=O)cc1CC(C(=O)OCC)C(=O)OCC	3	i	2	-13	-0.1
28	Brc1cccc(-c2nc3ccc(Br)cn3c2Cc2ccccc2)c1	-55	i	3	/	2.7
29	CCOC(=O)N1CCN(C(=O)CNC(=O)c2nn(-c3ccc(OC)cc3)c(=O)c3ccccc23)CC1	-2	i	2	-5	-1.2
30	Cc1ccc2c(c1)C(c1ccc(F)cc1)N(C(=O)c1ccccc1Br)CC(=O)N2 (stereo not drawn)	9	i	-2	-5	0.9

entry	SKN-1 inh	TbMetRS inhib	DNMT1 block	NadD block	SUMO1 PPI mod
21	7	-0.2	0	-5	17
22	-2	-0.6	-2	4	12
23	7&11	0.3&-0.1	-9&-12	-13&1	2&7
24	11	-0.6	0	-2	-10
25	-1	-0.4	-6	-6	12
26	4	0.7	3	-9	1
27	-9	-1.2	1	-5	-1
28	22	0.2	34	12	-3
29	5	-0.2	-1	8	-11
30	10	-0.7	-2	0	-2

# The results go on:
entry	SMILES	NRP1-CendR mod	Neddyl block	STEP inh	Scp1 inh	LMPTP block
31	Cc1cc(C)c(C#N)c(SCC(=O)Nc2cc(C)on2)n1	-7	i	2	-6	0.4
32	Cc1ccc(-n2c3nc(=O)n(C)c(=O)c-3cc3ccccc32)cc1	7	+	2	1	1.6
33	CC1Sc2ccc(S(=O)(=O)CCC(=O)Nc3ccccn3)cc2NC1=O (stereo not drawn)	4	i	0	-3	-1.1
34	O=[N+]([O-])c1cccc(CN2CCN(c3cccc4[nH]ccc34)CC2)c1	2	i	2	0	1.7
35	CCOC(=O)C1CCN(S(=O)(=O)c2cc(Cl)c(C)cc2OC)CC1	-1	i	0	-6	-0.2
36	O=C(Nc1nccs1)C1CC(=O)N(CCc2ccc(F)cc2)C1 (stereo not drawn)	-3	i	1	-1	0.5
37	COc1ccccc1C(=O)NC1CC(C)(C)NC(C)(C)C1	4	i	-2	-5	2.0
38	Cc1cc(C)cc(Oc2ccc(N)cc2)c1	0	i	-2	-6	0.9
39	CC(=O)Oc1cccc(N2C(=O)c3ccc(C(=O)O)cc3C2=O)c1	-1	i	10	0	-1.4
40	CCCCC(=O)N(C)c1c(C)nc2ccc(C(=O)N(C)Cc3ccco3)cn12	-5	i	-1	/	-4.9

entry	SKN-1 inh	TbMetRS inhib	DNMT1 block	NadD block	SUMO1 PPI mod
31	2	-0.6	1	-7	-12
32	-1	0.2	0	2	-22
33	-1	0.1	0	1	2
34	3	-1.4	-4	-1	-16
35	2	-1.3	-2	-3	-2
36	-2	-0.6	-5	-2	-1
37	-7	-0.1	-3	8	0
38	17	0.5	-1	-1	-1
39	22	-0.8	5	5	-28
40	28	-0.4	-3	2	8

# Continued:
entry	SMILES	NRP1-CendR mod	Neddyl block	STEP inh	Scp1 inh	LMPTP block
41	Cc1ccc(C)c(SCC(=O)c2ccc[nH]2)c1	-1	i	2	-5	0.8
42	Cc1cc(C(=O)OCC(=O)NC(C)C)c(C)o1	-2	i	4	-5	-0.4
43	Cc1ccc(SC[C@H](Cc2ccccc2)N2CC[C@@H](C)CCC2=O)cc1	-1	i	3	-8	6.3
44	COc1ccccc1C1C(C#N)=C(N)Oc2cc(C)n(CCCn3ccnc3)c(=O)c21 (stereo not drawn)	0	i	2	-12	-1.0

entry	SKN-1 inh	TbMetRS inhib	DNMT1 block	NadD block	SUMO1 PPI mod
41	9	-0.5	-5	7	2
42	-7	0.0	3	-2	3
43	13	0.1	2	-5	4
44	5	0.3	-7	1	1

# In the list so far, these have an aryl methoxy group:
entry	SMILES	NRP1-CendR mod	Neddyl block	STEP inh	Scp1 inh	LMPTP block
5	COc1ccc(NC(=O)Cn2c(=O)n(-c3ccccc3)c(=O)c3oc4ccccc4c32)c(OC)c1	10	i	-2	-7	-0.3
9	COc1ccc(CCNCC(=O)Nc2ccc(C)c(S(=O)(=O)N(C)C)c2)cc1	6	i	1	5	-0.4
11	COc1ccc(CNC(=O)C(=O)NCC2OCCCN2S(=O)(=O)c2cccs2)cc1 (stereo not drawn)	-3	i	-2	-10	1.3
13	CCN1C(=O)c2cccc3c(S(=O)(=O)Nc4ccc(OC)cc4OC)ccc1c23	0	i	0	3	-0.5
19	COc1ccc(CNC(=O)CCC(=O)Nc2nnc(C(F)(F)F)s2)cc1	5	i	0	0	-0.6
20	COc1cc(-c2noc(C)c2C#Cc2ccsc2)cc(OC)c1OC	9	i	1	18	3.2
23	CCN1CCN(Cc2ccc(NC(=O)c3cc(NC(=O)c4cc(C)on4)cc(OC)c3)cc2C(F)(F)F)CC1	0&13	i	-2&-1	-8	-1.0&0.1
29	CCOC(=O)N1CCN(C(=O)CNC(=O)c2nn(-c3ccc(OC)cc3)c(=O)c3ccccc23)CC1	-2	i	2	-5	-1.2
35	CCOC(=O)C1CCN(S(=O)(=O)c2cc(Cl)c(C)cc2OC)CC1	-1	i	0	-6	-0.2
37	COc1ccccc1C(=O)NC1CC(C)(C)NC(C)(C)C1	4	i	-2	-5	2.0
44	COc1ccccc1C1C(C#N)=C(N)Oc2cc(C)n(CCCn3ccnc3)c(=O)c21 (stereo not drawn)	0	i	2	-12	-1.0

entry	SKN-1 inh	TbMetRS inhib	DNMT1 block	NadD block	SUMO1 PPI mod
5	12	0.6	14	8	0
9	0	-0.4	-2	-5	1
11	-11	-0.5	-5	1	6
13	7	-1.6	9	3	-9
19	8	0.1	2	-6	6
20	9	-0.3	0	-8	3
23	7&11	0.3&-0.1	-9&-12	-13&1	2&7
29	5	-0.2	-1	8	-11
35	2	-1.3	-2	-3	-2
37	-7	-0.1	-3	8	0
44	5	0.3	-7	1	1
